Compound activity (PubChem BioAssay)
STEP inh – STEP phosphatase inhibitors, primary screen, biochemical, fluorescence intensity, uHTS | Tyrosine-protein phosphatase non-receptor type 5 (Homo sapiens), P54829 | recombinant STEP, OMFP fluorogenic substrate | inhibition, % at 20 µM | 360,000 compounds, 0.25% hits | AID 588621, 2011;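 active = inhibition at 20 µM, scaled per plate between control wells, above about 37%, limit read from the data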;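 note: 0% = DMSO with enzyme and substrate and 100% = substrate only without enzyme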
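Test system: STEP tyrosine phosphatase / Reagent: OMFP at 25 µM / Doses: 20 µM, 1% DMSO / Read-out: percent inhibition scaled to no-enzyme and uninhibited-enzyme controls, plate-pattern corrected / Detection: FITC-channel fluorescence of OMFP product / Medium: Bis-Tris buffer pH 6.0, 2.5 mM DTT, 0.005% Tween 20 / Schedule: 20 min at room temperature, dark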
CendR NRP1 mod – modulators of CendR peptide binding to NRP-1, primary screen, biochemical, fluorescence polarization, uHTS | Neuropilin-1 (Homo sapiens), O14786 | FAM-RPARPAR peptide binding to NRP-1 | inhibition, % at 25 µM | 360,000 compounds, 0.85% hits;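 active = inhibition or corrected inhibition above about 18%, plus a signal ratio from 0.5 to 1.5, limit read from the data, passing the limit was not always enough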; note: strong numbers were not always called active
Target sequence (O14786 whole entry, looked up): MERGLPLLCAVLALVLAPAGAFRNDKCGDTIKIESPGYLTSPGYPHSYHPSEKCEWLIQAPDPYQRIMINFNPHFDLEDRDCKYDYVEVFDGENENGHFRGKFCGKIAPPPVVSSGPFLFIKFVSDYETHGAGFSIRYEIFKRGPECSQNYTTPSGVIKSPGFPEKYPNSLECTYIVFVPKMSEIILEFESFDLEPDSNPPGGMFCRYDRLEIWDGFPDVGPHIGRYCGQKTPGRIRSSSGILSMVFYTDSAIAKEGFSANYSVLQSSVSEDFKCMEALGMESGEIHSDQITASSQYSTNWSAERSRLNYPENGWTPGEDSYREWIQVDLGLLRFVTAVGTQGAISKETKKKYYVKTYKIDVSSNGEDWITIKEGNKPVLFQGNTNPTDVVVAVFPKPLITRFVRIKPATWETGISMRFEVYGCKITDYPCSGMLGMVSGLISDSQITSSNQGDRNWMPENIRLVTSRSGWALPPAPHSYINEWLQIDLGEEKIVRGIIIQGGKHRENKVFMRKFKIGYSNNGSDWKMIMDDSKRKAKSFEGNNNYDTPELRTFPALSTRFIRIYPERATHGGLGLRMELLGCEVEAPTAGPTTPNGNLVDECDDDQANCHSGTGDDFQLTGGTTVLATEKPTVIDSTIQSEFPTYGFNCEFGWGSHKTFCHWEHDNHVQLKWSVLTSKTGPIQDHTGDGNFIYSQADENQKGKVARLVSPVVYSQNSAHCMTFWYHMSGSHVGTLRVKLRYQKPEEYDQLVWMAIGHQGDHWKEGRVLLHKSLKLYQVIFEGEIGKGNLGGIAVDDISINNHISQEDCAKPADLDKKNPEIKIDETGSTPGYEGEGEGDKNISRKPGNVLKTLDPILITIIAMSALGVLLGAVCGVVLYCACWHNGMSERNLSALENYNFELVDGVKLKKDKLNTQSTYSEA
E coli Lon inh – inhibitors of E. coli Lon protease, primary screen, biochemical, fluorescence polarization; P0A9M0; inhibition, % at 7.94 µM; 360,000 compounds, 0.42% hits; purified E. coli Lon protease; in the data active = inhibition above about 13%, passing the limit was not always enough;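 note: 0% = enzyme with probe and DMSO and 100% = no enzyme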
LMPTP block – LMPTP phosphatase inhibitors, primary screen, biochemical, fluorescence intensity, uHTS; Low molecular weight phosphotyrosine protein phosphatase (Homo sapiens), P24666; recombinant LMPTP-A, OMFP fluorogenic substrate; inhibition, % at 20 µM; 360,000 compounds, 0.22% hits; AID 651560, 2012;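 active = compounds that cut the enzyme signal by at least half of the control window in the single-dose screen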;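 note: plate controls were DMSO wells with enzyme plus substrate for no effect and substrate without enzyme for full effect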
Target sequence (P24666 whole entry, looked up): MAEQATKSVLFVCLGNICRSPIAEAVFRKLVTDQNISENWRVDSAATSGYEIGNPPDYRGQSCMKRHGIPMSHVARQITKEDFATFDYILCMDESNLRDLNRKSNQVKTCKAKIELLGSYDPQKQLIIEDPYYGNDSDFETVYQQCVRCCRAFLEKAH
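Test system: LMPTP-A phosphatase enzyme; input: 0.625 nM LMPTP-A final; reagent: OMFP substrate, 400 µM final; compound dosing: 20 µM single dose, 3% DMSO; incubation: 50 min dark incubation at room temperature; measured by: endpoint fluorescence intensity from OMFP dephosphorylation; measure: % inhibition relative to no-enzyme and uninhibited control wells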
DNMT1 inh – human DNMT1 methyltransferase inhibitors, primary screen, biochemical, molecular beacon, fluorescence, HinP1I cleavage, uHTS; DNA (cytosine-5)-methyltransferase 1 (Homo sapiens), P26358; inhibition (reported as % activation of signal), % at 10 µM; 360,000 compounds, 0.83% hits; AID 588458, 2011; in the data active = inhibition above about 50%
Tb MetRS inh – T. brucei MetRS inhibitors, primary screen, biochemical, luminescence; purified T. brucei MetRS, ATP depletion, Kinase-Glo luminescence; inhibition, % at 11.9 µM; 360,000 compounds, 0.4% hits;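 active = inhibition above a per-plate cutoff of the control wells' mean inhibition plus 3 SD, cut at about 5.5% in these data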;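 note: 0% = DMSO wells median and 100% = median of wells with control inhibitor compound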
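Material: parasite MetRS enzyme / Replication: singlicate, one well per compound / Signal: luminescence of leftover ATP / Schedule: 2 h aminoacylation at 25 °C after 15 min preincubation / Medium: HEPES-MgCl2-KCl buffer plus DTT, spermine, BSA, pyrophosphatase / Doses: 11.9 µM single point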
SUMO1 PPI mod – modulators of SUMO1 protein-protein interactions, primary screen, biochemical, uHTS. Small ubiquitin-related modifier 1 (Homo sapiens), P63165. SUMO1 binding to a labelled peptide, TR-FRET, 1 h. inhibition, % at 20 µM. 360,000 compounds, 0.33% hits; in the data active = inhibition above about 37%
MsrA inh – bovine MsrA enzyme inhibitors, primary screen, biochemical, absorbance, HTS; Methionine sulfoxide reductase A (Bos taurus); AID 651718, 2012; inhibition, % at 15.5 µM; 360,000 compounds, 0.75% hits; purified bovine MsrA, absorbance read-out; in the data active = inhibition above about 4.5%;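 note: 0% = vehicle wells with enzyme and 100% = reference inhibitor wells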
bovine MsrA act – bovine MsrA enzyme activators, primary screen, biochemical, absorbance, HTS. purified bovine MsrA, absorbance read-out. AID 602163, 2012. 360,000 compounds, 0.3% hits. Methionine sulfoxide reductase A (Bos taurus). activation, % at 10.6 µM; in the data active = activation above about 7.5%;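 note: 0% = vehicle and 100% = reference activator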
Scp1 inh – Scp-1 phosphatase inhibitors, primary screen, biochemical, colorimetric, uHTS; Carboxy-terminal domain RNA polymerase II polypeptide A small phosphatase 1 (Homo …; Recombinant Scp1, phosphopeptide, malachite green phosphate absorbance; inhibition, % at 20 µM; 340,000 compounds, 0.88% hits; AID 493091, 2011;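 active = inhibition above about 50% at 20 µM, limit read from the data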;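 note: plate controls were DMSO wells with enzyme for no effect and wells lacking enzyme for full effect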
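Times: enzyme reaction 45 min at room temperature, colour 5 min, stabilisation 30 min. Material: SCP-1 catalytic fragment, aa 76-261. Medium: Acidic Tris acetate buffer with magnesium and detergent. Signal: colorimetric free-phosphate detection, absorbance 630 nm. Read-out basis: % inhibition of SCP-1 phosphate liberation. Reagent: Phosphorylated 17-residue peptide substrate.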
An asterisk follows results filed as active; . = no result given.

cpd | CendR NRP1 mod | LMPTP block | Scp1 inh | STEP inh | E coli Lon inh | MsrA inh | Tb MetRS inh | bovine MsrA act | SUMO1 PPI mod | DNMT1 inh | structure
1 | -6 | -0.2 | 14 | -3 | -3 | -0.1 | 2.1 | 1 | 10 | 22 | CC1=CCC2C(=O)N(c3nc4ccccc4n3C)C(=O)C2C1 (stereo unspecified)
2 | -3 | -0.1 | -5 | 0 | 2 | 0.5 | -0.6 | -7 | -1 | -1 | Cc1cc(C(=O)NC2CC(C)(C)Cc3c2cnn3-c2cccc(F)c2)nn1C (stereo unspecified)
3 | 4 | -0.6 | -8 | 5 | 2 | 1.1 | 0.5 | -3 | -1 | 2 | O=C(CSc1nnc(Cc2ccccc2)n1-c1cccc(Cl)c1)N1CCOCC1
4 | 13 | 1.3 | 2 | 2 | 4 | . | -0.3 | -2 | -10 | 1 | CCc1ccc2nc(N(CCN(C)C)C(=O)/C=C/c3cccs3)sc2c1
5 | -22 | 0.1 | -6 | 2 | 2 | 1.7 | -0.3 | -2 | -1 | -10 | CCCCn1c(-c2ccc(F)c(F)c2)nc2cc3[nH]c(=O)c(C(C)C)nc3cc21
6 | -11 | 0.5 | -3 | 1 | 8 | 0.8 | 0.4 | -6 | 2 | -3 | CSCCC(NC(=O)c1ccco1)C(=O)N1CCN(C(c2ccccc2)c2ccccc2)CC1 (stereo unspecified)
7 | 2 | 0.1 | -1 | -1 | 10 | 0.0 | -1.0 | -2 | 2 | -1 | Cc1noc(C)c1COC(=O)[C@@H](NC(=O)c1ccccc1)C(C)C
8 | -8 | -0.3 | -10 | 0 | -4 | 1.9 | -2.8 | -6 | -3 | -12 | O=C1CN(C(=O)c2cccs2)c2ccccc2N1
9 | -12 | 36 | 18 | 0 | -8 | . | -0.4 | -1 | 5 | 11 | CCCCCOC(=O)c1[nH]c2c(c1C)C(=O)CC(c1ccco1)C2 (stereo unspecified)
10 | 8 | -0.6 | 5 | 2 | 6 | 3.2 | -1.5 | -9 | -33 | -3 | COc1ccc(Nc2cc(NCCCO)c([N+](=O)[O-])c3nonc23)cc1
11 | -4 | -0.2 | . | 0 | -21 | -1.3 | -0.2 | 0 | -1 | -8 | Cc1cc(C)cc(NC(=O)COC(=O)C2CC3C=CC2C3)c1 (stereo unspecified)
12 | -4 | 2.3 | 16 | 0 | -7 | -1.0 | -0.1 | -3 | 6 | -3 | CC1CCCN(C(=O)COC(=O)c2ccc3[nH]c4c(c3c2)CCCC4)C1 (stereo unspecified)

Reformatted: results already given.
item	Compound	CendR NRP1 mod	LMPTP block	Scp1 inh	STEP inh	E coli Lon inh	MsrA inh	Tb MetRS inh	bovine MsrA act	SUMO1 PPI mod	DNMT1 inh
5	CCCCn1c(-c2ccc(F)c(F)c2)nc2cc3[nH]c(=O)c(C(C)C)nc3cc21	-22	0.1	-6	2	2	1.7	-0.3	-2	-1	-10
6	CSCCC(NC(=O)c1ccco1)C(=O)N1CCN(C(c2ccccc2)c2ccccc2)CC1 (stereo unspecified)	-11	0.5	-3	1	8	0.8	0.4	-6	2	-3
7	Cc1noc(C)c1COC(=O)[C@@H](NC(=O)c1ccccc1)C(C)C	2	0.1	-1	-1	10	0.0	-1.0	-2	2	-1
8	O=C1CN(C(=O)c2cccs2)c2ccccc2N1	-8	-0.3	-10	0	-4	1.9	-2.8	-6	-3	-12
9	CCCCCOC(=O)c1[nH]c2c(c1C)C(=O)CC(c1ccco1)C2 (stereo unspecified)	-12	36	18	0	-8	.	-0.4	-1	5	11
10	COc1ccc(Nc2cc(NCCCO)c([N+](=O)[O-])c3nonc23)cc1	8	-0.6	5	2	6	3.2	-1.5	-9	-33	-3
11	Cc1cc(C)cc(NC(=O)COC(=O)C2CC3C=CC2C3)c1 (stereo unspecified)	-4	-0.2	.	0	-21	-1.3	-0.2	0	-1	-8
12	CC1CCCN(C(=O)COC(=O)c2ccc3[nH]c4c(c3c2)CCCC4)C1 (stereo unspecified)	-4	2.3	16	0	-7	-1.0	-0.1	-3	6	-3

Continuation:
cpd | CendR NRP1 mod | LMPTP block | Scp1 inh | STEP inh | E coli Lon inh | MsrA inh | Tb MetRS inh | bovine MsrA act | SUMO1 PPI mod | DNMT1 inh | structure
13 | -5 | 0.6 | -5 | 4 | -9 | -0.7 | 3.1 | 1 | 2 | -2 | CC(c1ccccc1)N1CCC(CNC(=S)Nc2cccc(Cl)c2)C1 (stereo unspecified)
14 | 2 | 0.1 | -6 | 0 | 0 | -0.4 | -0.3 | -1 | 8 | 10 | Cc1nn2c3ccccc3nc2c2ccccc12
15 | 5 | 0.8 | -9 | 0 | 0 | -0.7 | -0.1 | -2 | 3 | 0 | O=C(Nc1ccc(Oc2cccc(C(F)(F)F)c2)nc1)c1ccco1
16 | 1 | 2.7 | -6 | 4 | -3 | 0.4 | 0.1 | -8 | 5 | -1 | Cc1ccc(C)c(SCC(=O)Nc2cccc(S(=O)(=O)N3CCOCC3)c2)c1
17 | -16 | 0.9 | . | -2 | 5 | -1.5 | -0.2 | -6 | 3 | -1 | Cc1sc2ncnc(N3CCC(C(=O)N(C)CC(=O)Nc4cccc(F)c4)CC3)c2c1C
18 | 0 | 0.6 | -10 | 2 | -9 | -0.3 | 0.5 | -2 | -20 | -2 | O=C(CCCc1ccccc1)Nc1ccccc1[N+](=O)[O-]
19 | -6 | -0.2 | -7 | 5 | -2 | -0.8 | -0.8 | -4 | -1 | 2 | COc1cc2c(cc1OC)CN(C(=O)CCc1c[nH]c3ccccc13)[C@H](C(=O)O)C2
20 | 2 | 0.2 | -9 | 0 | 10 | 3.2 | -0.7 | -2 | -5 | 3 | CC(=O)N1N=C(c2ccc(NS(C)(=O)=O)cc2)CC1c1ccc2nccnc2c1 (stereo unspecified)
21 | -1 | -1.8 | -12 | -1 | -13 | -1.2 | -0.2 | 1 | 3 | -1 | O=C(C(O)c1ccccc1)N1N=C(c2ccccc2)CC1(O)C(F)(F)F (stereo unspecified)
22 | 5 | -0.6 | -4 | 0 | -2 | -0.2 | 0.0 | -3 | -7 | 2 | O=C1c2ccccc2C(=O)N1CCCc1nc(-c2cccnc2)no1
23 | 45* | 3.7 | -4 | 3 | -10 | 0.6 | 0.3 | -3 | 9 | 30 | O=c1[nH]c(Nc2ccccn2)cc2ccccc12
24 | 7 | 1.9 | -2 | 4 | 7 | 1.4 | -0.8 | -6 | 0 | 7 | Cc1c(C#N)c(N=CN(C)C)c(C(=O)c2ccc(Br)cc2)n1-c1ccc(Cl)cc1
25 | 5 | 0.1 | 9 | -1 | -9 | 0.8 | -0.6 | -6 | -2 | 1 | CC(=O)NCCc1nc2ccccc2n1CCc1ccccc1
26 | 2 | 0.0 | 6 | 0 | 8 | -0.8 | -0.2 | -2 | -2 | 5 | CN(CC(=O)Nc1ccccc1C(F)(F)F)C(=O)CSc1nc(N)cc(N)n1
27 | -1 | 2.3 | 29 | 0 | 8 | -1.0 | -0.4 | -4 | 3 | 42 | CCc1ccccc1N1CC(C(=O)Nc2cc(S(=O)(=O)N3CCCC3)ccc2Cl)CC1=O (stereo unspecified)
28 | 16 | -4.0 | -5 | 0 | -7 | -1.0 | -0.2 | -2 | 9 | 1 | CN1CCN(C(=O)c2ccc(Cn3cc(Cl)cn3)o2)CC1
29 | 4 | -1.3 | -10 | 4 | -15 | 2.2 | -0.2 | -1 | -1 | 1 | O=C(COC(=O)c1n[nH]c(=O)c2ccccc12)NCc1ccccc1
30 | 4 | -1.7 | -3 | -1 | -5 | -0.3 | -0.3 | -3 | 2 | 2 | NC(=O)C1CCCN(C(=O)c2cccc(S(=O)(=O)N3CCCCCC3)c2)C1 (stereo unspecified)
31 | 9 | -0.8 | -12 | -2 | 9 | 0.2 | -0.1 | -2 | 1 | 0 | Cc1ccsc1C(=O)NC(C)c1ccc2c(c1)OCO2 (stereo unspecified)
32 | -9 | -0.9 | -12 | -3 | -3 | -2.3 | -1.3 | -6 | 0 | 0 | O=C(CN(Cc1ccco1)C(=O)CNS(=O)(=O)c1ccc(Cl)cc1)NCc1ccc(F)cc1
33 | -8 | -1.5 | -6 | -2 | 1 | -0.7 | -0.2 | -3 | 3 | -3 | O=C(O)CCCC(=O)Nc1cccc2cccnc12
34 | -1 | 1.9 | 3 | 1 | 2 | 0.8 | -0.8 | -7 | 2 | -15 | C=CCn1c(SCC(=O)c2[nH]c(C)c(C(=O)OC)c2C)nc2scc(-c3ccc(OC)c(OC)c3)c2c1=O
35 | 4 | -0.4 | -7 | 0 | -8 | -1.5 | -0.4 | 0 | -3 | 1 | CC(C)(O)C#Cc1ccc(CN2CCN(Cc3ccsc3)C(CCO)C2)s1 (stereo unspecified)
36 | 7 | 1.9 | -10 | 2 | 11 | 0.4 | -0.4 | -2 | -15 | 0 | C=CCNC(=S)NN=C1CCC(c2ccccc2)CC1 (stereo unspecified)
37 | 7 | -0.6 | -11 | 2 | 2 | 0.7 | -0.1 | -3 | 1 | 3 | CC1(C)C2CCC(C2)C1(C)N=C1OC(CCl)CS1 (stereo unspecified)
38 | -8 | -1.2 | 1 | 0 | 6 | 0.7 | -0.7 | -8 | 2 | 0 | COc1ccc(-n2ncc3c2CC(C)(C)CC3NC(=O)c2c(C)cc(=O)oc2C)cc1 (stereo unspecified)
39 | -4 | -0.4 | 5 | 1 | -1 | 0.8 | -0.6 | -1 | 5 | -1 | CCOC(=O)COc1ccccc1C(=O)c1cnn(-c2ccccc2)c1
40 | 3 | 6.2 | -1 | 0 | 9 | 2.0 | -0.1 | 1 | -12 | -8 | CCOC(=O)N1CCN(S(=O)(=O)c2cc([N+](=O)[O-])c(C)cc2C)CC1
41 | 11 | -0.3 | 4 | -1 | -2 | 0.5 | -0.3 | -9 | 3 | -6 | CCc1ccc(C(=O)NNc2ccc(S(N)(=O)=O)cc2)cc1

The order is random; overall some 4.3% were active at least once.
